# TGFb inhibitor = blocks TGF-b signaling; Potency, µM (doses to about 46.1 µM), for inactives: top-dose activity, negative = inhibition, actives largely listed as inhibitors; HepG2 CAGA-GFP TGF-b/SMAD3 reporter, GFP fluorescence, 18 h; TGF-beta stimulated, 500 pg/mL final; 410,000 compounds, 1.2% hits; note: potency is the fitted concentration of half-maximal effect; % is set by controls: 0 for no effect and ±100 for the full control effect; nearly all actives have a fitted effect of over 65% in size
#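 Inhibition of TGF-beta-driven CAGA-GFP reporter expression in HEPG2 cells is measured by cellular GFP fluorescence after 18 h stimulation with 500 pg/mL recombinant TGF-beta in 1% FBS medium at 37 degrees C.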
# CCT chaperon mod = cytosolic chaperonin activity modulation; purified chaperonin ATPase assay, HTRF ADP detection, 30 min; 360,000 compounds, 0.3% hits; activity change, % (test concentration not listed), hits read low; in the data active = activity change below about -30%; note: % is set by controls: 0 for no effect and ±100 for the full control effect
#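 First, chaperonin was dispensed at 40 nM or 20 nM final depending on batch activity. Next, compounds were pinned at 76 uM and ATP added at 10 uM. After 30 min at 37 °C, ADP detection reagents ran 30 min at ambient temperature.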
# EPAC2 antagonist = EPAC2 (human) antagonism. Potency, µM (top dose mostly 114 µM), for inactives: top-dose activity, negative = inhibition, usual class: inhibitors. EPAC2 GEF exchange of Rap1B-BODIPY-GDP, fluorescence. 360,000 compounds, 0.18% hits. AID 720708; note: potency is the fitted concentration of half-maximal effect; % is set by controls: 0 for no effect and ±100 for the full control effect; nearly all actives have a fitted effect of over 45% in size; many of its hits are not listed in these tables
# Target sequence (Q8WZA2 whole entry, looked up): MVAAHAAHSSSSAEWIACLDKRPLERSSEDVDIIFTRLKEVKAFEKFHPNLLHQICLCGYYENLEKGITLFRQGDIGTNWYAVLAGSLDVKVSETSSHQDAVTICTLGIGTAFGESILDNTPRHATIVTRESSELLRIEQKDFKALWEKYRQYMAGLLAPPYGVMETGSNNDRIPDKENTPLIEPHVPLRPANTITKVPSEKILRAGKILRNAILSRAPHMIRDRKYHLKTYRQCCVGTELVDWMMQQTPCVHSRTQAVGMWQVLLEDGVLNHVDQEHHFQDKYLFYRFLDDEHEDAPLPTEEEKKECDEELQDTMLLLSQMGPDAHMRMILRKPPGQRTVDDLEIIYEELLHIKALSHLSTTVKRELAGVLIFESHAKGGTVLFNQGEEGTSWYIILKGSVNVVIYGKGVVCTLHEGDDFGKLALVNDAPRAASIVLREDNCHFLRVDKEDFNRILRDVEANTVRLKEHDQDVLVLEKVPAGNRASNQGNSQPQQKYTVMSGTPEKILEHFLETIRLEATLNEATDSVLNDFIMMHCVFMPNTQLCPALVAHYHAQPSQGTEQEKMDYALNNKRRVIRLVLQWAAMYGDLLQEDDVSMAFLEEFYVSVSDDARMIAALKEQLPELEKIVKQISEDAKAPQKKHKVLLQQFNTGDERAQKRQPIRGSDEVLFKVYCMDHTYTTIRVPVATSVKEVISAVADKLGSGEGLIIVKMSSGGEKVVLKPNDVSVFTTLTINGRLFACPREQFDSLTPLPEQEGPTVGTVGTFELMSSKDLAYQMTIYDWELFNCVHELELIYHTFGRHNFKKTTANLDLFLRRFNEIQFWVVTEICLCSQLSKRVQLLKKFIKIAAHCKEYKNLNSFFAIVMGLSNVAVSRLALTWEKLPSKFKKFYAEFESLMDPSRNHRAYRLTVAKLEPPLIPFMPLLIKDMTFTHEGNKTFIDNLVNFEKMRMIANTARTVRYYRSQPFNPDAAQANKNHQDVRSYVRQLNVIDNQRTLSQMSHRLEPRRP
# MmCpn inh = inhibitors of Methanococcus maripaludis chaperonin (MmCpn); purified Mm-Cpn ATPase, ADP Transcreener TR-FRET; Potency, µM (highest dose often 76.9 µM), inactives show at the top dose activity, negative = inhibition, most hits filed as inhibitors; 330,000 compounds, 0.031% hits; note: potency is the fitted concentration of half-maximal effect; % is set by controls: 0 for no effect and ±100 for the full control effect; nearly all actives have a fitted effect of over 80% in size
#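 Eu-cryptate anti-ADP/ADP-d2 competition gives a ratio inversely related to ADP. Enzyme at 25 nM was pre-exposed to compound for 10 min, then given 10 uM ATP for 30 min, 37°C throughout.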
# A549 tox = kills or reduces viability of A549 cells in Nrf2 counter-screen. A549 ARE-Fluc cells, CellTiter-Fluor viability, 18-24 h. Potency, µM (titrated, usually from 46 µM), for the others: at the top dose activity change, negative = cytotoxicity, hits mostly inhibitors. 390,000 compounds, 0.16% hits; note: potency is the fitted concentration of half-maximal effect; % is set by controls: 0 for no effect and ±100 for the full control effect
#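 A549 ARE_Fluc cells in 5% FBS OPTI-MEM were exposed to compounds in concentration-response for 18-24 h at 37 deg C. Viability was read by CellTiter-Fluor fluorescence (Ex 405/Em 525) after 30 min, before the luciferase read.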
# Akt phos inh = Akt phosphorylation inhibition | Neuro2A IGF-stimulated pAkt S473 HTRF, 20 min; stronger effect = lower value | activity change, % for hits at 50 µM | 360,000 compounds, 0.32% hits | AID 651550; in the data active = activity change below about -80%; inconclusive = mostly about -51% to -80%; note: % is set by controls: 0 for no effect and ±100 for the full control effect
#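 Single-point screen (50 µM final compound) in Neuro2A cells stimulated 20 min with 6 nM IGF at 37 deg C. After lysis, Ser473-phosphorylated Akt read by HTRF (ex 330 nm, em 615/665 nm) as the 665/615 ratio.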
# Nrf2 ARE act = activators of Nrf2 (ARE) signaling; 410,000 compounds, 0.31% hits; Potency, µM (series often up to 46.1 µM), for inactives: at the highest dose activation, actives largely listed as activators; AREc32 ARE-luciferase reporter (MCF7-derived line), luminescence, 24 h; AID 624171; note: potency is the fitted concentration of half-maximal effect; % of control where 0% means no effect; nearly all actives have a fitted effect of over 65% in size
#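 Luminescent ARE reporter assay in AREc32_Fluc cells: overnight plating at 37 deg C, 24 hr compound incubation, Steady-Glo added, 30 min RT before reading.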
# EPAC2 ag = activates human EPAC2 exchange factor | Q8WZA2 | EPAC2 activation, biochemical qHTS; response scale: 100% = 6.5 mM cAMP response | Potency, µM (highest dose often 154 µM), without a hit: at the top dose activation, actives largely listed as activators | 360,000 compounds, 0.079% hits; note: potency is the fitted concentration of half-maximal effect; nearly all actives have a fitted effect of over 50% in size
#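 Exchange assay: 100 nM EPAC2 with 250 nM Rap1B-BODIPY-GDP and 50 uM GDP. Fluorescence (ex 480/em 540 nm) read every 5 min for 30 min at room temperature. Data normalized to 6.5 mM cAMP as agonist control.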
# Nrf2 inh = inhibitors of Nrf2 signaling; Potency, µM (highest dose often 46 µM), for inactives: top-dose activity change, negative = inhibition, hits mostly inhibitors; 360,000 compounds, 2.1% hits; A549 ARE-Fluc reporter, luciferase luminescence, 18-24 h; note: potency is the fitted concentration of half-maximal effect; % is set by controls: 0 for no effect and ±100 for the full control effect; nearly all actives have a fitted effect of over 60% in size
#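 In this cell-based qHTS, ARE-driven firefly luciferase in A549 cells reports Nrf2 activity; the luminescent signal after BugLite lysis is the measured value, with a prior CellTiter-Fluor read for cell health.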
# * hit, by the source's call; i = inactive; ? = inconclusive; · = not tested or not shown; & = joins results of further samples; [ ] = remark or other dose. Unless noted, calls come from the whole dose curve; as a rule, active = well fitted curve in the direction sought with a large enough effect; inconclusive = small, poorly fitted or top-dose-only effect, or another doubt; inactive = no such curve, though single readings can be large; an effect the other way counts as inactive or inconclusive. Only part of the results is shown (hit frequency here may not be typical).
SMILES,TGFb inhibitor,CCT chaperon mod,EPAC2 antagonist,MmCpn inh,A549 tox,Akt phos inh,Nrf2 ARE act,EPAC2 ag,Nrf2 inh
CN1CCN(C2CN(C3CCCC3)S(=O)(=O)C2)CC1 (centres undefined),2.3%,-2.6,-21.2%,·,·,i,-0.8%,4.5%,·
CC1CN(C(=O)c2ccc(Oc3ccccc3)cc2)CC(C)O1 (centres undefined),-3.8%,-0.9,3.8%,3.6%,9.4%,i,2.3%,5.7%,-27.4%
Cc1ccccc1C(=O)Nc1ccc(N2CCOCC2)nc1,-6.3%,-2.4,4.0%,0.0%,-4.1%,i,-0.7%,2.7%,0.2%
O=C1C2C(c3ccccc3)C=CC(c3ccccc3)C2C(=O)N1C1CCCCC1 (centres undefined),15.4%,1.5,15.3%,-0.1%,9.6%,i,0.0%,-1.6%,·
COc1ccc(CN2CCN(S(=O)(=O)c3ccc(NC(C)=O)cc3)CC2)cc1,-13.9%,0.2,10.9%,-0.3%,-12.3%,i,-1.0%,4.9%,16.4µM*
CN(Cc1ccccc1)C(=O)c1ccc(NC(=O)Cc2ccc(NC(=O)C3CCN(C(=O)c4ccccc4)CC3)cc2)cc1,-2.5%,2.6,-6.3%,·,-4.5%,i,4.6%,0.5%,-19.9%
O=C(N/N=C/c1ccccc1)NC1CCCCC1,-0.8%,0.2,-1.5%,1.4%,1.2%,i,4.0%,10.0%,26.1%
COc1cccc2cc(C(=O)C3=C(O)C(=O)N(c4cc(C)on4)C3c3cccs3)oc12 (centres undefined),?,-4.9,45.5%[activator],?,?,i,?,-6.2%,?
Cc1ccc(F)cc1C(=O)N1CCOCC1c1cc(C(=O)NCc2ccccc2)no1 (centres undefined),-1.4%,-0.8,12.7%,·,·,i,0.1%,9.8%,·
Cc1c(Cl)cccc1NC(=O)c1cccc(OC(F)F)c1,4.6%,-1.9,-3.0%,1.1%,-9.0%,i,3.3%,-3.5%,·
COc1ccc(-c2cn3cccnc3n2)cc1NC(=O)CC(C)C,3.8%,-0.4,-0.8%,-0.4%,-0.5%,i,-0.4%,7.3%,-11.6%
COc1ccc(C2=Nn3c(nnc3-c3ccccc3OC)SC2)cc1OC,-16.6%&-3.4%,-0.6,-2.0%,-0.7%&1.2%,-20.8%&-9.5%&-8.1%,i,2.9%,5.0%,?
Cn1c(=O)n(C)c2cc(CNCc3ccccc3Cl)ccc21,3.5%,·,·,·,-2.3%,·,4.9%,·,-12.6%
CC(=O)NC(=O)COC(=O)c1ccc2ncsc2c1,-2.9%,-2.5,1.3%,-4.0%,-1.4%,i,0.3%,13.2%,-8.4%
O=C(Cc1ccccc1)NNC1CC(=O)N(c2ccc(Br)cc2)C1=O (centres undefined),26.9%,2.4,14.5%,-2.5%,0.0%,i,4.2%,-7.0%,1.9%
O=C(NCC1CCCO1)c1[nH]c(C(F)(F)F)nc1-c1ccccc1 (centres undefined),-6.8%,-1.0,0.9%,·,·,i,0.0%,7.3%,·
CS/C(Nc1cc(Cl)ccc1Cl)=C(/C#N)C(=O)c1ccco1,-9.3%,-3.6,-4.1%,0.3%,-9.7%,i,6.0%,2.9%,0.2%
O=C(CSc1nc2ccccc2s1)N1c2ccccc2Sc2ccccc21,-3.3%,-0.7,-2.0%,-1.8%,-15.3%,i,1.8%,-1.6%,-27.2%
CCCCSCc1ccc(C(=O)O)o1,-13.8%,0.1,21.7%,-0.7%,-18.4%,i,0.4%,3.9%,6.8%
CCn1cc(C(=O)NCc2cccs2)c(=O)c2ccc(C)nc21,18.9%,-0.3,-0.4%,-7.8%,5.4%,i,-0.2%,0.0%,·
COCCNC(=O)C1Nc2ccc(OC(F)(F)F)cc2C2C=CCC12 (centres undefined),-17.2%,-0.1,-28.6%,·,-6.5%,i,1.1%,-3.4%,-9.2%
COc1cc(-c2nn3c(-c4cccc(C)c4)nnc3s2)cc(OC)c1OC,0.1%,-2.4,-13.1%,0.3%,2.2%[1.84 µM],i,-0.5%,2.7%,-31.2%
COc1cc(NC(=O)c2cccs2)c(C(=O)OCC(=O)NC(=O)NC(C)(C)C)cc1OC,14.9%,2.9,0.2%,1.0%,1.3%,i,0.0%,-1.8%,1.4%
O=C(Cn1cnc2ccccc2c1=O)c1ccccc1,5.9%,1.3,15.2%,-8.3%,-6.2%,i,3.7%,-0.6%,?
FC(F)(F)c1cccc(OCc2nnc3n2CCC3)c1,4.3%,2.6,3.2%,4.6%,-15.3%,i,0.3%,-6.5%,4.0%
Cc1cccc(CSc2cccc3cccnc23)c1,?,1.0,?,-0.3%,-1.7%,i,22.4µM*,2.1%,-7.7%
COC(=O)c1ccc(-n2cncn2)c(F)c1,-15.2%,-3.0,-6.2%,1.2%,-7.9%,·,0.1%,12.2%,·
Cc1nc2cccc(C(=O)NC3CCCCC3)c2o1,-0.4%,1.8,5.8%,1.4%,-10.5%,i,-0.3%,5.9%,-18.1%
N#CC[C@H](Cc1ccccc1)N1CC[C@@H](NC(=O)OCc2ccccc2)CCC1=O,?,-0.2,6.0%,0.3%,-8.1%,i,-1.2%,20.5%,1.4%
Cc1ccc(N2C(=O)C(Cl)=C(N3CCOCC3)C2=O)cc1Cl,-1.9%,-0.3,-5.5%,0.4%,-0.2%,i,18.3%,10.0%,-17.2%
CC(C)C[C@@H](NC(=O)[C@H]1CCCN1C(=O)Cc1ccccc1)C(N)=O,6.3%,0.1,7.0%,0.6%,6.1%,i,-0.7%,10.2%,0.7%
CSC1=C(C#N)C2(CCCCC2)C(C(=O)Nc2ccccc2)=C(C)N1,-10.7%,1.2,-11.6%,·,-3.6%,i,3.6%,2.0%,?
Cc1cccn2c(/C=N/OCc3ccc(F)cc3)c(-c3ccc(Cl)cc3)nc12,?,-3.5,-7.4%,1.7%,2.5%,i,1.5%,11.0%,?
Cc1ccc(S(=O)(=O)Nc2ccc3nc(N)sc3c2)cc1,-20.4%,-3.5,10.7%,0.4%,-18.1%,i,0.0%,-0.7%,7.31µM*
NC(=O)NC(=O)C(c1ccccc1)N1CCN(S(=O)(=O)c2ccc(Br)s2)CC1 (centres undefined),-22.1%,0.5,-3.2%,-5.2%,-0.4%,i,3.3%,21.2%,-26.4%
Nc1nonc1-c1noc(N2CCOCC2)n1,?,-3.1,8.5%,-1.0%,15.5%,i,0.3%,-0.7%,?
S=C(NC1CC1)N1CCc2ccccc2C1,22.2%,-0.6,-3.3%,0.8%,4.5%,i,-1.0%,4.6%,-2.1%
Cc1ccc(/C=N/c2sc3c(c2C#N)CCC3)s1,-6.7%,3.7,-5.9%,1.0%,-4.9%,i,7.3%,8.8%,·
C/C(=N\NC(=S)Nc1c(C)cccc1C)c1ccc(OC(F)F)cc1,?,0.6,-3.4%,-2.4%,?,i,7.1%,-7.7%,?
O=C1OC(C(=O)O)Cc2ccccc21 (centres undefined),0.6%,-1.7,-1.7%,0.4%,7.1%,i,1.4%,11.3%,-14.6%
NC(=O)COc1ccc(-c2noc(COc3ccc(Cl)cc3)n2)cc1,0.3%,·,·,·,-2.7%,·,-0.7%,·,-2.1%
CC(C)CCN1CCN(CCCn2cccn2)CC1CCO (centres undefined),4.1%,-0.5,4.9%,0.0%,2.4%,i,-0.1%,6.5%,5.8%
O=S(=O)(NCC(c1ccco1)N1CCN(c2ccccc2F)CC1)c1ccccc1 (centres undefined),?,-3.0,2.5%,0.5%,-8.3%,i,-0.5%,6.2%,-6.3%
N#C/C(=C\c1ccncc1)c1nc2ccccc2o1,?,2.7,5.9%,-6.6%,-3.6%,i,?,-4.7%,8.8%
CCCCN(C(=O)Cc1ccc(S(=O)(=O)N2CCOCC2)s1)c1ccccc1,?,0.5,-4.8%,0.1%,0.9%,i,2.0%,4.4%,?
COc1ccccc1NC(=O)c1cc(S(=O)(=O)N2CCCCCC2)ccc1F,-10.5%,-2.3,-6.2%,0.7%,-0.3%,i,-0.6%,11.3%,8.9%
CCOC(=O)Cc1csc(SC(C)C(=O)Nc2ccc(NC(C)=O)cc2)n1 (centres undefined),-17.7%,-1.1,4.2%,2.3%,-6.4%,i,-0.9%,-2.8%,-13.3%
COc1cc(NC(=O)c2nnn(CC(=O)Nc3cc(C)ccc3C)c2N)cc(OC)c1,-14.3%,·,·,·,-9.0%,·,-0.9%,·,?
COc1ccc(Cl)cc1S(=O)(=O)N1CCCC(C(=O)N2CCCC2)C1 (centres undefined),-4.5%,0.3,-5.2%,2.8%,0.7%,i,-0.6%,3.3%,?
Cc1ccccc1N1CCN(C(=O)CCN2C(=O)c3ccccc3C2=O)CC1,5.2%,-0.8,-2.0%,1.5%,-3.5%,i,0.1%,5.4%,?
COc1ccc(C(=O)Nc2ccc(NC(=O)c3ccco3)cc2)cc1,-5.2%,-3.7,-8.5%,0.8%,2.0%,i,0.0%,4.6%,5.9%
O=C(NCC1CCCO1)/C(=C/c1ccc(Cl)cc1)NC(=O)c1ccccc1 (centres undefined),-25.6%,-2.6,6.8%,1.7%,-0.8%,i,-0.1%,-3.2%,-8.4%

# Sorted by the number under TGFb inhibitor (ascending): 3 of the compounds above
Structure	TGFb inhibitor
CCOC(=O)Cc1csc(SC(C)C(=O)Nc2ccc(NC(C)=O)cc2)n1 (centres undefined)	-17.7%
COc1ccccc1NC(=O)c1cc(S(=O)(=O)N2CCCCCC2)ccc1F	-10.5%
NC(=O)COc1ccc(-c2noc(COc3ccc(Cl)cc3)n2)cc1	0.3%

# Screening results deposited in PubChem by National Center for Advancing Translational Sciences (NCATS).
